# Assay outcomes from PubChem BioAssay.
# XiGFP reactiv = activators of X-chromosome reactivation in mouse fibroblasts; XiGFP mouse fibroblasts, % GFP-positive cells imaging, 3 d; cells co-treated with 5-aza-dC sensitizer; scaled so ellipticine positive control = 100%; activation, % at 7.58 µM; actives 0.055% (n = 360,000);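 active = mean normalized replicate activation at least 10% and every replicate at or above 10%; inconclusive = only one of the two criteria met; inactive = mean below 10% and not all replicates reach 10%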;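 also: 0% = median of on-plate neutral control wells and 100% = ellipticine 6 µM median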
#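 material = 68-5-11 XiGFP fibroblast line | medium = DMEM plus 5-aza-dC sensitizer | schedule = 3 days compound exposure | benchmarks = positive control ellipticine, 6 µM final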
# CFTR F508del cor = correctors of CFTR F508del function in bronchial epithelial cells; CFBE cells, YFP halide quenching; stimulated with forskolin plus potentiator P3; % fluorescence drop versus neutral controls; AID 720511; activity (quench increase), % at 7.58 µM; actives 0.36% (n = 350,000);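 active = mean added fluorescence quench of at least 8% versus neutral control, with both replicates also reaching 8%; inconclusive = only one of the mean or replicate conditions met; inactive = mean below 8% and not both replicates reaching 8%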;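 also: cells transiently co-express mutant CFTR-F508del with the halide-sensitive YFP; corrector assay measuring rescue of mutant channel to the surface after 24 h compound exposure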
# DENV2 CPE rescue = DENV2-induced cell death inhibition | CPE inhibition, % at 9.99 µM | actives 1.7% (n = 350,000) | AID 651640 | DENV2-infected cells, cytopathic effect rescue, plate reader; in the data active = CPE inhibition above about 20%, passing the limit was not always enough; inconclusive = no clear call, values can overlap the other calls; tested in BHK-21 cells;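 also: 0% = median of neutral control wells and 100% = median of positive control wells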
# ERp5 inh = blocks human ERp5 reductase activity on insulin | Q15084 | ERp5 insulin aggregation, absorbance 650 nm, 90 min | inhibition, % at 9.99 µM | actives 0.05% (n = 350,000);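 active = mean replicate inhibition above about 25%, with every replicate also reaching it, limit read from the data, passing the limit was not always enough; inconclusive = only one of those two criteria met; inactive = neither criterion met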
# Target sequence (Q15084 whole entry, looked up): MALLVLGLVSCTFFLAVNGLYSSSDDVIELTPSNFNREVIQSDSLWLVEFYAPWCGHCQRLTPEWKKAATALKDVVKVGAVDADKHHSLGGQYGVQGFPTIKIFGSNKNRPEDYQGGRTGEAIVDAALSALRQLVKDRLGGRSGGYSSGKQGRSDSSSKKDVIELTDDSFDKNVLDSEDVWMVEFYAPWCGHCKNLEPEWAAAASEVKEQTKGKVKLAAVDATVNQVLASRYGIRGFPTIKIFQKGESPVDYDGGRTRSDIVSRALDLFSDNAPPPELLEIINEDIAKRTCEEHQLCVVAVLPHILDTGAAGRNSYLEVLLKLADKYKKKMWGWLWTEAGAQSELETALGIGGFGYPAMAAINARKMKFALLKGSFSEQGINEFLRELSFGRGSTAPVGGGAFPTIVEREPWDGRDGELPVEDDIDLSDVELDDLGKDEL
# EWS-Fli block = inhibitors of EWS/Fli oncoprotein transcriptional activity. inhibition, % at 12.6 µM. A673 NR0B1-luciferase reporter, viability-normalised. actives 0.67% (n = 350,000);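 active = mean inhibition of at least 50% after viability correction, with every replicate also passing that limit; inconclusive = mean reaches 50% but only one of two replicates passes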;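 also: firefly luciferase signal divided by Alamar Blue viability fluorescence both relative to DMSO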
# ARNT-TACC3 inh = ARNT/TACC3 interaction disruption | Q9Y6A5 | AlphaScreen His-ARNT PAS-B/GST-TACC3 binding, luminescence; TACC3 fragment carries E629A point mutation | inhibition, % at 9.99 µM | actives 0.66% (n = 390,000);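 active = mean inhibition of replicates at least 50% and at least half of replicates each reaching 50%; inconclusive = half or more replicates reach 50% but mean below 50%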;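 also: 0% = complete ARNT plus TACC3 wells and 100% = ARNT alone without TACC3; many hits fall short of the cut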
# PAX8 reporter = lowers PAX8-driven luciferase in RMG-I cells; RMG-I TPO-luciferase reporter, SteadyGlo, 24 h; inhibition, % at 12.6 µM; AID 652154; actives 1.2% (n = 360,000);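 active = mean replicate inhibition at least 60% with every replicate also reaching 60%; inconclusive = only one of the two criteria is met; inactive = mean below 60% and not all replicates reaching 60%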;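 also: luciferase light reporting Pax8 driven TPO promoter activity; plate controls were median of neutral control wells for no effect and mitoxantrone controls for full effect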
# GSIS activator = GLuc luminescence reporter in INS-1E cells, primary screen for activators of glucose-dependent secretion of insulin | INS-1E GLuc reporter insulin secretion, 2-3 h | activation, % at 16.6 µM | actives 0.61% (n = 370,000);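 active = lowest replicate activation of at least 40%, so every replicate reaches that level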;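 also: 0% = median of neutral control wells and 100% = median of IBMX positive control wells; some compounds called inactive have numbers as strong as hits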
# * = called active by the depositor; ? = inconclusive; . = not tested or not shown; & = joins results of further samples.
SMILES,XiGFP reactiv,CFTR F508del cor,DENV2 CPE rescue,ERp5 inh,EWS-Fli block,ARNT-TACC3 inh,PAX8 reporter,GSIS activator
COc1ccc(N=C2SC(CC(=O)Nc3ccccc3OC)C(=O)N2Cc2ccco2)cc1 (configuration not stated),0.0,.,.,.,.,-1,0,-26
O=C(C[C@@H]1CC[C@H]2[C@@H](COC[C@H](O)CN2S(=O)(=O)c2ccccc2)O1)Nc1ccccc1,0.1,3.4,4,-1,-8,-6,21,-3
CCCNC(=O)N1C[C@@H](O)COC[C@H]2O[C@H](CC(=O)N3CCCCC3)CC[C@@H]21,0.7,-0.2,-6,0,-6,0,-5,12
NS(=O)(=O)c1ccc(N/N=C/c2ccc(O)cc2O)c([N+](=O)[O-])c1,1.6,?,-4,-5,12,29,52,11
C[C@@H]1CN([C@@H](C)CO)C(=O)c2cc(NS(=O)(=O)c3ccc(F)cc3)ccc2O[C@@H](C)CCCCO[C@@H]1CN(C)C(=O)Nc1ccc2c(c1)OCO2,-0.1,1.9,-5,6,-2,.,18,-8
CC(C)c1ccc(NS(=O)(=O)c2ccc3c(c2)oc(=O)n3C)cc1,-0.1,0.4,-3,0,9,-13,-5,-10
CCC1Oc2ccccc2N(CC(=O)NCCCN2CCN(Cc3ccccc3)CC2)C1=O (configuration not stated),.,-4.4,0,0,10,3,.,-16
C/C(N)=C(/C#N)C(=O)COC(=O)C1=NN(c2ccccc2)C(=O)CC1,0.0,-0.5,-3,0,10,-33,-3,9
OC(c1ccccc1)c1ncc(-c2ccc(C(F)(F)F)cc2)[nH]1 (configuration not stated),-0.1,2.8,2,11,-33,.,-42,-29
O=C(c1cccc(S(=O)(=O)N2CCOCC2)c1)N(Cc1ccco1)Cc1cccs1,0.0,0.2,-5,-13,-5,-2,-1,13
O=C(COC(=O)c1cncc(Br)c1)NCc1cccs1,0.2,1.0,-2,6,-3,-2,1,4
COc1ccc(CN(C)C[C@@H]2OCCCC[C@H](C)Oc3ccc(NS(=O)(=O)c4c(C)noc4C)cc3C(=O)N([C@@H](C)CO)C[C@H]2C)cc1,-0.4,-3.0,-7,1,4,.,-15,-4
O=C(NCCN1CCOCC1)c1ccc(Cl)c(S(=O)(=O)N2CCCCC2)c1,0.0,1.3,-13,0,.,-37,-52,8
O=C(C[C@H]1CC[C@@H](NS(=O)(=O)c2ccccc2)[C@@H](CO)O1)NCc1ccncn1,0.2,-0.1,10,?,-4,1,1,15
COc1cc(/C=N/Nc2cccc3cccnc23)cc(OC)c1O,0.1,-2.1,.,4,-43,16,-31,-6
C=CC[C@@H](CC(=O)N[C@@H](CO)Cc1ccccc1)C(=O)N[C@H](COC(=O)[C@H](CC=C)CC(=O)OC(C)(C)C)Cc1ccccc1,0.0,-0.9,-5,2,-7,-13,13,11
CCCC(=O)Nc1nc(C)c(-c2csc(Nc3ccccc3C)n2)s1,0.0,0.3,13,5,-4,-2,-3,-12
CC(C)(C)c1[nH]nc2c1C(c1ccsc1)C(C#N)=C(N)O2 (configuration not stated),0.1,-5.3,-2,5,-16,.,-4,-1
COc1cc(F)ccc1-c1csc(C(O)c2ccc(F)c(F)c2)n1 (configuration not stated),-0.2,1.4,?,-3,-1,.,-9,5
CCC(C)(C)NC(=O)c1cc([N+](=O)[O-])ccc1N1CCOCC1,0.0,.,.,.,.,-3,8,18

# In another format: two of the compounds above
mol | XiGFP reactiv | CFTR F508del cor | DENV2 CPE rescue | ERp5 inh | EWS-Fli block | ARNT-TACC3 inh | PAX8 reporter | GSIS activator
CCC(C)(C)NC(=O)c1cc([N+](=O)[O-])ccc1N1CCOCC1 | 0.0 | . | . | . | . | -3 | 8 | 18
CCC1Oc2ccccc2N(CC(=O)NCCCN2CCN(Cc3ccccc3)CC2)C1=O (configuration not stated) | . | -4.4 | 0 | 0 | 10 | 3 | . | -16

# Continued:
SMILES,XiGFP reactiv,CFTR F508del cor,DENV2 CPE rescue,ERp5 inh,EWS-Fli block,ARNT-TACC3 inh,PAX8 reporter,GSIS activator
COc1ccc(CNS(=O)(=O)c2ccc3c(c2)CCN3C(=O)C2CCC2)cc1,0.1,-0.5,-4,-1,-1,-1,4,39
O=C(COC(=O)c1ccccc1Br)NC1CCCCCCC1,0.2,-1.4,3,-3,0,13,-51,-3
Cc1onc(-c2ccccc2)c1C(=O)Nc1ccc(S(=O)(=O)N2CCCC2)cc1,0.1,0.3,-5,7,11,-4,15,29
COc1ccc(-n2nc([N+](=O)[O-])c(=NCCc3ccc(Cl)cc3)n2O)cc1,.,-1.4,0,2,3,4,.,7
CCCC(=O)Nc1ccc2c(c1)OC[C@H](C)N(CCC(F)(F)F)C[C@@H](C)[C@@H](OC)CN(C)C2=O,0.0,0.4,-1,-1,-12,-4,0,-15
O=C(N[C@H]1C=C[C@@H](CC(=O)N2CCOCC2)O[C@@H]1CO)c1ccccn1,0.1,1.0,14,1,1,-5,-12,8
CCCC#Cc1ccc([C@@H]2[C@@H](CO)N(C(=O)C3CCCCC3)[C@H]2C#N)cc1,0.3,0.4,-17,9,8,-4,23,-8
Cn1cccc1/C=N/N1CCN(Cc2cccc3ccccc23)CC1,0.1,-0.2,5,4,-7,10,2,-2
CC(=O)N(C(C)=O)c1nc(-c2ccccc2)cn1/N=C/c1ccccc1,-0.1,4.7,-4,1,3,-1,-12,-48
O=C1N=c2ccccc2=C1c1sc(Nc2ccc(O)cc2)nc1O,0.0,0.7,-5,0,-38,-24,-108,-4
CC(=O)c1cc2c(cc1NC(=O)c1ccco1)OCCO2,-0.1,.,1,3,-18,-9,21,7
COC(=O)N/N=C\c1ccc(OC(=O)c2ccco2)cc1,0.1,-0.6,0,-3,-4,-6,-9,-6
COc1ccc(OCC(=O)Nc2nccs2)cc1,0.0,2.9,8,3,27,0,-6,.
COc1cccc(C(=O)N/N=C/c2ccc(Oc3ccc([N+](=O)[O-])cn3)c(OC)c2)c1,-0.1,0.0,-1,-1,-14,.,-15,-3
CCC(=O)N(C)C[C@H]1Oc2cc(C#CC3(O)CCCC3)ccc2S(=O)(=O)N([C@@H](C)CO)C[C@@H]1C,-1.8,-0.3,-1,-1,7,19,.,33
CC(=O)N/C(=C/c1cccnc1)C(=O)Nc1ccc(Cl)cc1,0.2,0.8,13,7,-7,-21,-11,11
CC(C)(C)[S@@](=O)N1Cc2cc(C(=O)N[C@@H]3CCN(Cc4ccccc4)C3)nc(-c3cccc(-c4cccnc4)c3)c2[C@H]1CCO,0.0,-1.2,6,-7,30,-5,-10,-15
CN(Cc1ccccc1)C(=O)COC(=O)c1ccc(Br)c(S(=O)(=O)N2CCOCC2)c1,-0.4,-2.0,-2,-1,-3,2,6,-40
C[C@H](CO)N1C[C@H](C)[C@H](CN(C)S(=O)(=O)c2ccc(Cl)cc2)Oc2ccc(NS(C)(=O)=O)cc2CC1=O,-0.1,-0.3,0,3,-8,-24,-2,-1
O=C(CSc1nncn1-c1ccccc1)Nc1cc(Cl)cc(Cl)c1,.,-1.3,12,-6,3,-4,.,12
OC[C@@H]1CN(Cc2ccco2)C[C@H](n2cnc3c(NC4CCC4)ncnc32)O1,0.0,1.8,-5,2,1,.,11,68
Cc1ccc(S(=O)(=O)N[C@@H]2CC[C@@H](CCNS(=O)(=O)Cc3ccccc3)O[C@@H]2CO)cc1,-0.5,-0.6,-15,-5,0,-13,1,-6
Cc1ccc(S(=O)(=O)NC(=O)N2CCCC2)cc1,-0.2,0.9,-7,1,5,-6,16,3
O=C(CCCn1c(SCc2cccc(F)c2)nc2ccccc2c1=O)NCC1CCCO1 (configuration not stated),0.5,1.3,.,2,6,-19,13,3
CC1CCN(CCOc2ccc(Cl)c(Cl)c2)CC1,-0.1,-0.3,8,4,12,-10,28,19
O=C(CCn1cnnn1)Nc1ccc(Cl)cc1Cl,0.0,.,4,1,7,-6,-3,-13
CC(C(=O)NC1CCCCC1)N1C(=O)C2C3C=CC(C3)C2C1=O (configuration not stated),0.1,0.5,6,12,5,1,-17,-2
COc1ccc(Cl)cc1-c1cc(C(=O)NCc2cccc(C(F)(F)F)c2)[nH]n1,0.0,0.3,0,4,0,.,11,0
C[C@H](CO)N1C[C@H](C)[C@H](CN(C)C(=O)Nc2ccc3c(c2)OCO3)OCCCC[C@H](C)Oc2ccc(NS(=O)(=O)c3ccc(Cl)cc3)cc2C1=O,0.4,-2.1,19,0,-16,-6,3,-7
CN1CCN(C(=O)C[C@H]2C[C@@H]3c4cc(NS(=O)(=O)c5ccc(F)cc5)ccc4O[C@@H]3[C@H](CO)O2)CC1,-0.1,1.1,?,.,14,3,-10,2
CCc1nc2ccc(C(=O)NCCc3ccccn3)cn2c1N(C)Cc1ccc(N(C)C)cc1,0.1,2.4,-9,-3,6,.,-97,-11
O=C(CSc1nc(=O)n(CCCN2CCOCC2)c2c1CCCC2)Nc1cccc(Cl)c1,-0.1,2.9,0,-5,3,.,21,-3
O=C(CSc1nnc(-c2ccccn2)o1)Nc1ccc(F)cc1,0.1,2.0,-1,3,.,38,-163,16
O=C1CN(Cc2ccccc2)C[C@H]2[C@@H](c3ccc(-c4cccnc4)cc3)[C@H](CO)N12,0.3,-2.5,-8,-2,11,.,.,10
CC12COC3(C(=O)Nc4ccc(Cl)cc4)CC1CCC32C (configuration not stated),0.1,.,.,.,.,15,-27,-18
CN(CC(=O)NCc1ccncc1)S(=O)(=O)c1ccc(Cl)cc1,0.1,1.0,0,-6,-5,-10,6,3
COc1ccc(NC(=O)C2CCN(S(=O)(=O)c3c(C)noc3/C=C/N(C)C)CC2)cc1,0.0,-5.4,-4,3,-4,1,-7,-4
O=C1CN(C(=O)CNCc2ccccc2)c2ccccc2N1,.,-1.8,5,2,4,-7,8,1
CCN1CCN(c2cc(C)c3cc(NC(=S)N4CCCC4)ccc3n2)CC1,0.6,-0.4,.,0,-7,-2,8,8
COc1ccc(NC(=O)COC(=O)CCNC(=O)c2ccco2)cc1Cl,0.2,0.0,6,7,0,-1,4,30
COc1ccc(-c2ccc3c(c2)O[C@@H](CN(C)C(C)=O)[C@H](C)CN([C@@H](C)CO)S3(=O)=O)cc1,-1.0,1.5,1,-1,12,2,.,-7
CN(C)C1=NC[C@H](Cc2ccccc2)N1CCCC1CCCC1,0.0,6.2,-16,-5,15,-9,7,.
Cc1ccc(Cn2c(C(C)Nc3nc(-c4ccc(F)cc4)cs3)nc3cc(C(=O)NCCCO)ccc32)cc1 (configuration not stated),0.2,-3.1,-4,2,-13,-2,11,-6
CCc1nc(N2[C@H](CO)[C@H](c3ccccc3-c3ccc(F)cc3)[C@@H]2C#N)sc1C,0.0,0.6,1,-2,4,.,.,-7
CCCCOc1ccc(NC(=O)C2CC=CCC2C(=O)O)cc1 (configuration not stated),.,-0.8,-3,-1,5,-1,.,-18
O=C(COC(=O)c1ncc(Cl)c(Cl)c1Cl)NCCc1ccccc1,-0.1,1.5,-2,3,-3,.,1,-9
CO[C@H]1CN(C)C(=O)c2cc(NS(=O)(=O)c3cn(C)cn3)ccc2OC[C@H](C)NC[C@H]1C,0.0,-2.8,2,-13,2,.,.,21
Cc1cccc(S(=O)(=O)N2C[C@@H]3N[C@H](C2)C3c2ccc(-c3cncnc3)cc2)c1 (some centres not stated),0.0&0.0,2.0&-0.8,0&-1,.,-6&2,.,4&-3,11&15
CC1=CC(=Nc2c(C)n(C)n(-c3ccccc3)c2=O)C=C(C)C1=O,0.1,.,-1,0,-39,-8,6,15
